High-throughput results deposited in PubChem by several laboratories.
Scp1 inh – inhibitors of human Scp-1 phosphatase. Q9GZU7. Recombinant Scp1, phosphopeptide, malachite green phosphate absorbance. inhibition, % at 20 µM. 0.88% of 340,000 active. AID 493091;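 active means inhibition above about 50% at 20 µM, limit read from the data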;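 further: plate controls were DMSO wells with enzyme for no effect and wells lacking enzyme for full effect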
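Times: enzyme reaction 45 min at room temperature, colour 5 min, stabilisation 30 min. Material: SCP-1 catalytic fragment, aa 76-261. Medium: Acidic Tris acetate buffer with magnesium and detergent. Signal: colorimetric free-phosphate detection, absorbance 630 nm. Read-out basis: % inhibition of SCP-1 phosphate liberation. Reagent: Phosphorylated 17-residue peptide substrate.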
DNMT1 inh – inhibitors of human DNMT1; inhibition (reported as % activation of signal), % at 10 µM; DNMT1 molecular beacon, Hinp1I cleavage, fluorescence; 0.83% of 360,000 active; in the data active means inhibition above about 50%
STEP block – blocks human striatal-enriched tyrosine phosphatase; P54829; recombinant STEP, OMFP fluorogenic substrate, fluorescence; inhibition, % at 20 µM; 0.25% of 360,000 active; AID 588621;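 active means inhibition at 20 µM, scaled per plate between control wells, above about 37%, limit read from the data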;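 further: 0% = DMSO with enzyme and substrate and 100% = substrate only without enzyme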
Target sequence (P54829 whole entry, looked up): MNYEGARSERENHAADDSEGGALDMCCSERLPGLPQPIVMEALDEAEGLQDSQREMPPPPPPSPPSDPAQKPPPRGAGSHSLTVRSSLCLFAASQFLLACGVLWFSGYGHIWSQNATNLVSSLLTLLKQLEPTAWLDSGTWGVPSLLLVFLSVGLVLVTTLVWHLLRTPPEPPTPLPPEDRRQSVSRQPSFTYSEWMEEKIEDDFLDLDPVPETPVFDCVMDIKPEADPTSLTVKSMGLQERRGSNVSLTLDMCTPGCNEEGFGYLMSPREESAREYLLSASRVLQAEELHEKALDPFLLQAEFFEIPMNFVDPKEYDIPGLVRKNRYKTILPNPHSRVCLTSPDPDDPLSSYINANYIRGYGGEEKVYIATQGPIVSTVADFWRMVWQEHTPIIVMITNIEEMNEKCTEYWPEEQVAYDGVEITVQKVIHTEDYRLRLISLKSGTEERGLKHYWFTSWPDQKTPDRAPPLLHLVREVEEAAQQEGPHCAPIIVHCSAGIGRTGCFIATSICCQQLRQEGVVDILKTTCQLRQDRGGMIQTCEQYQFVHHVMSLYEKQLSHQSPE
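System: STEP phosphatase, cell-free reaction; Buffer or medium: Bis-Tris pH 6.0 buffer with DTT, detergent; Incubation: 20 min at room temperature, dark; Measured by: fluorescence, 480/540 nm.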
NadD inh – NadD (S. aureus) enzyme inhibition. purified NadD enzyme, colorimetric absorbance read-out. inhibition, % at 20 µM. 0.78% of 360,000 active; in the data active means inhibition above about 26%; further: some compounds past the cut are filed as inactive
Rpn11 inh – Rpn11 (human) deubiquitinase inhibition. O00487. calls only at 20 µM. human 26S proteasome, Ub4-pepOG fluorescence polarization; 20S core pre-blocked with epoxomicin. 0.59% of 360,000 active. AID 588493;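 active means inhibition at 20 µM, scaled to each plate's controls, above about 33%, limit read from the data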
Target sequence (O00487 whole entry, looked up): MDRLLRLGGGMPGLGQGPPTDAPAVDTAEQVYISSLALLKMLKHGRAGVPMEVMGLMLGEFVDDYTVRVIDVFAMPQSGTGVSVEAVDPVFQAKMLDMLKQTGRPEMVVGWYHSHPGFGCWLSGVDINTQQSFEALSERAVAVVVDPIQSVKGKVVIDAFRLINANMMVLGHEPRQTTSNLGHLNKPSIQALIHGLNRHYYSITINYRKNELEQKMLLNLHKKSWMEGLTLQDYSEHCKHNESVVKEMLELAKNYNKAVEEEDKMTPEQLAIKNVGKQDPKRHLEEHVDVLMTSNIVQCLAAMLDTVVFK
LMPTP block – blocks human LMPTP phosphatase; P24666; recombinant LMPTP-A, OMFP fluorogenic substrate, fluorescence intensity; inhibition, % at 20 µM; 0.22% of 360,000 active; AID 651560;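 active means compounds that cut the enzyme signal by at least half of the control window in the single-dose screen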;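 further: plate controls were DMSO wells with enzyme plus substrate for no effect and substrate without enzyme for full effect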
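Test system: LMPTP-A phosphatase enzyme. Amount: LMPTP-A at 0.625 nM final in the reaction. Reagent: OMFP substrate, 400 µM final. Times: 50 min at room temperature. Signal: endpoint fluorescence intensity from OMFP dephosphorylation. Read-out basis: % inhibition. Benchmarks: no-enzyme and uninhibited controls.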
SUMO1-SIM PPI – modulators of human SUMO1-mediated protein-protein interactions | P63165 | SUMO1 binding to a labelled peptide, TR-FRET, 1 h | inhibition, % at 20 µM | 0.33% of 360,000 active | AID 602429; in the data active means inhibition above about 37%
Rin1 Abl inh – blocks binding of human Rin1 to Abl; 0.4% of 360,000 active; P00519+Q13671; AID 588664; TR-FRET Rin1/Abl binding, biochemical; inhibition, % at 7.35 µM; in the data active means inhibition above about 5%, passing the limit was not always enough
CSN deneddyl inh – blocks human CSN-mediated cullin deneddylation; inhibition, % at 12.5 µM; Q92905; AID 651999; Purified CSN, SCF-Nedd8-OG deneddylation, fluorescence polarization; 0.38% of 360,000 active;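 active means pattern-corrected inhibition above about 35%, with an unprinted fluorescence ratio check between 0.5 and 1.5, limit read from the data, passing the limit was not always enough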;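 further: 0% = enzyme with substrate and 100% = substrate without enzyme; some results filed as inactive read as strong as hits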
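Material: purified human Csn5 enzyme expressed in HEK293T cells / Medium: Tris buffer pH 7.5, NaCl, DTT, Tween-20, trehalose, ovalbumin / Compound dosing: 12.5 µM single point / Schedule: 90 min incubation of compound, enzyme and substrate at room temperature / Signal: fluorescence polarization of the substrate / Control set: no-enzyme wells high, enzyme-with-substrate wells low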
Neddylation inh – cullin neddylation inhibition | TR-FRET cullin neddylation, biochemical | AID 651699 | P61081+Q13564 | 0.58% of 360,000 active | calls only at 25 µM; in the data active means inhibition above about 36%
* hit, by the source's call; i = inactive; x = not tested or not shown.

#	CSN deneddyl inh	LMPTP block	NadD inh	Rin1 Abl inh	Neddylation inh	STEP block	DNMT1 inh	SUMO1-SIM PPI	Scp1 inh	Rpn11 inh	molecule
1	-1	-0.1	0	3	i	-3	-6	-2	-1	i	CCOC(=O)c1ccc2nc(CCC(=O)N[C@H](C(=O)OC)C(C)C)c(=O)n(CC)c2c1
2	-6	0.1	4	6	i	-1	1	-1	4	i	CC(=O)Nc1ccc(C(=O)OCC(=O)NCc2ccccc2)cc1
3	4	-2.2	-5	2	i	1	-1	0	0	i	CCOc1ccc(CN2CCC(Cc3ccccc3)CC2)cc1
4	-5	0.0	1	3	i	-2	1	-1	10	i	CCOc1ccc(NC(=O)N[C@@H](CCSC)C(=O)OC)cc1
5	-8	-2.4	0	2	i	-2	4	-6	0	i	Cc1ccccc1CNC(=O)Cc1ccccc1[N+](=O)[O-]
6	-1	0.4	6	6	i	0	-1	-1	-6	i	O=C(CSc1ncc(-c2ccccc2)[nH]1)Nc1ccccc1
7	0	0.3	0	1	i	-1	1	3	-3	i	COc1ccc(S(=O)(=O)Nc2ccc3c(c2)N(C(C)=O)CCC3)cc1OC
8	-1	-0.6	-7	1	i	0	1	0	-7	i	C=C(C)Cn1c(CN(C)Cc2ccccc2)nc2c1c(=O)n(C)c(=O)n2C
9	1	0.0	5	0	i	0	-1	0	-10	i	O=C(NCc1ccccc1)c1cccnc1Sc1ccccc1
10	-12	-1.3	-2	-9	i	-7	5	-27	0	i	O=C(CN1C(=O)c2cccc3cccc(c23)C1=O)N1CCCCC1
11	-1	2.8	0	3	i	2	-5	1	-5	i	COc1ccc(OC)c(-c2nn(-c3ccccc3)cc2C(=O)N2CCc3ccccc3C2)c1
12	3	1.9	27	2	i	-2	-11	8	x	i	CC1(C)CC[C@]2(C(=O)O)CC[C@]3(C)C(=CCC4[C@]56CC[C@@](O)(OC5)C(C)(C)C6CC[C@]43C)C2C1 (stereo not given in full)
13	-6	-0.4	-2	-5	i	1	-4	-2	-4	i	CCOC(=O)c1c(NC(=O)CN2CCOCC2)sc(C(=O)NC)c1C
14	-3	-0.2	3	2	i	1	3	1	-7	i	CC(=O)N1CCN(CC(=O)Nc2ccccc2C(=O)NCc2ccc(C)cc2)CC1
15	1	-0.1	4	0	i	1	0	2	-4	i	COc1ccc(NC(=O)CSc2nnc(C(C)C)n2N)cc1
16	-3	1.5	8	-3	i	0	7	6	-1	i	O=S(=O)(Nc1nc2ccccc2nc1N1CCN(c2ccccn2)CC1)c1ccc(Cl)cc1
17	-3	0.1	7	0	i	1	2	1	-1	i	O=C(NCC1CCCO1)c1cc2c(s1)CCC2 (stereo not given)
18	-2	-3.9	-2	-1	i	1	3	1	-4	i	Cc1cc(S(=O)(=O)NCc2ccc(S(N)(=O)=O)cc2)c(C)s1
19	-3	1.1	-6	-1	i	1	-1	1	-5	i	CCN(CC)CCNc1nc(-n2nc(C)cc2C)nc2sc3c(c12)CC(C)(C)OC3
20	-1	2.0	1	0	x	0	-2	-10	-9	i	COc1ccc2c(C#N)c3ccccn3c2c1
21	4	1.4	14	0	x	0	1	6	3	i	Cc1ccc(NC(=O)c2cc(NC(=O)c3ccccc3C(=O)O)ccc2N2CCCCC2)cc1
22	-3	-2.2	-6	-2	i	-1	2	3	4	i	COc1cccc(OC)c1OCCN1CCCC1
23	5	-2.6	-3	2	i	-2	1	-4	-7	i	Cc1c(C(=O)c2ccccc2)c(=O)n(C)c(=O)n1C
24	0	0.3	-5	-2	i	-1	2	-3	-14	i	O=C1C2CCc3ccccc3C2N1c1ccccc1 (stereo not given)
25	-5	-0.2	3	4	i	-2	4	-2	-8	i	Cn1cccc1/C=N/NC(=O)c1cccnc1
26	-3	2.5	0	0	i	-1	-2	6	2	i	c1ccc(-c2cn(-c3ccccc3)c3ncnc(N4CCCCC4)c23)cc1
27	1	0.9	-5	2	i	-1	-4	-4	-5	i	C=CCn1cnc2scc(-c3ccc(C)c(C)c3)c2c1=O
28	3	0.4	-5	-1	i	0	-5	3	0	i	Cc1cc(C)nc(SCc2nc(N)nc(-c3ccccc3O)n2)n1
29	-10	-1.1	-4	-4	i	1	3	-8	-6	i	O=[N+]([O-])c1c(NCCO)cc(N2CCN(Cc3ccc4c(c3)OCO4)CC2)c2nonc12
30	1	-1.2	-3	1	i	0	0	2	-3	i	CCn1c(-c2ccccc2)csc1=Nc1ccc(O)cc1
31	0	0.9	-5	4	i	-3	0	-1	-7	i	COC(=O)c1ccc2c(=O)n(NC(C)=O)c(=S)[nH]c2c1
32	4	0.5	-4	-1	i	1	1	0	-8	i	Cc1ccc(-n2ncc3c2CCCC3NC(=O)CSc2ccccn2)cc1C (stereo not given)
33	3	3.1	-3	-1	i	4	1	6	x	i	O=C(NCc1ccc(C(F)(F)F)cc1)c1ccc(-c2cccnc2)c2ccoc12
34	-3	-0.9	3	-4	i	4	-3	4	-16	i	CCCCC(=O)Nc1ccc(C(=O)NNC(=S)NC(=O)c2ccco2)cc1
35	3	2.1	-10	0	i	2	3	3	-4	i	C=CC[C@@H](CC(=O)N[C@@H](CO)Cc1ccccc1)C(=O)N[C@@H](COC(=O)[C@@H](CC=C)Cc1ccc(F)cc1)Cc1c[nH]c2ccccc12
36	0	0.9	2	-2	i	-3	0	2	0	i	O=C(CC(C(=O)O)C1CCCO1)NCc1ccccc1 (stereo not given)
37	4	-0.1	4	-1	i	4	19	-2	21	i	O=C(O)C1CN(c2nc(Cl)ccc2[N+](=O)[O-])C1
38	4	0.3	-9	-3	i	0	1	-1	-5	i	O=C(NCCc1ccccn1)C1CCCN(S(=O)(=O)Cc2ccccc2)C1 (stereo not given)
39	1	0.2	3	2	i	-1	1	9	5	i	CCOC(=O)Cc1nnc(NC(=O)CSc2ccccc2)s1
40	2	1.0	-2	2	i	-1	-2	2	0	i	Cc1cc(C)n(-c2cc(C)c(C)cc2Br)n1
41	5	-2.0	x	x	i	x	x	4	x	x	Cc1ccc(N2CCN(C(=O)C(=O)c3cccc(Br)c3)CC2)cc1
42	3	2.1	-5	0	i	0	-5	-11	-13	i	COc1ccc(-n2nc(C(=O)NCC(=O)Nc3cc(OC)ccc3OC)c3ccccc3c2=O)cc1
43	-6	-1.5	-3	1	i	5	3	3	-6	i	CN(CC(=O)Nc1ccc(F)c(F)c1F)C(=O)c1ccc(-n2cncn2)cc1
44	2	2.1	2	3	i	12	-16	28	0	i	CC1=CC(C)(C)Nc2ccc(OC(=O)C(C)N3C(=O)c4ccccc4C3=O)cc21 (stereo not given)
45	2	-0.8	1	-1	i	2	-1	1	-2	i	COc1ccc(N2CCN(C3CC(=O)NC3=O)CC2)cc1 (stereo not given)
46	1	-1.9	9	0	i	-1	5	-3	-5	i	N/C(=N\OS(=O)(=O)c1ccc(Br)cc1)c1ccncc1
47	0	-0.9	0	0	i	-2	3	1	-13	i	CCCC(C)NC(=O)c1cc(Cl)ccc1OC (stereo not given)
48	4	3.2	-1	1	i	-2	-19	-2	-9	i	C/C(=N\Nc1nc2ccccc2s1)c1ccc(Br)s1
49	-4	0.7	-17	-1	i	2	1	-3	-3	i	O=C(N/N=C/c1ccncc1)C1CC1(c1ccccc1)c1ccccc1 (stereo not given)
50	5	0.7	-5	2	i	-1	7	-12	15	i	O=C(COC(=O)COc1ccccc1[N+](=O)[O-])NCc1ccc2c(c1)OCO2
51	1	-1.5	-4	-3	i	-5	2	-11	-12	i	O=c1c(Cl)c(NCCCO)cnn1-c1nc2ccccc2[nH]1

Gathered by group, the entries above with a thiophene ring, fused or not
#	CSN deneddyl inh	LMPTP block	NadD inh	Rin1 Abl inh	Neddylation inh	STEP block	DNMT1 inh	SUMO1-SIM PPI	Scp1 inh	Rpn11 inh	molecule
13	-6	-0.4	-2	-5	i	1	-4	-2	-4	i	CCOC(=O)c1c(NC(=O)CN2CCOCC2)sc(C(=O)NC)c1C
17	-3	0.1	7	0	i	1	2	1	-1	i	O=C(NCC1CCCO1)c1cc2c(s1)CCC2 (stereo not given)
18	-2	-3.9	-2	-1	i	1	3	1	-4	i	Cc1cc(S(=O)(=O)NCc2ccc(S(N)(=O)=O)cc2)c(C)s1
19	-3	1.1	-6	-1	i	1	-1	1	-5	i	CCN(CC)CCNc1nc(-n2nc(C)cc2C)nc2sc3c(c12)CC(C)(C)OC3
27	1	0.9	-5	2	i	-1	-4	-4	-5	i	C=CCn1cnc2scc(-c3ccc(C)c(C)c3)c2c1=O
48	4	3.2	-1	1	i	-2	-19	-2	-9	i	C/C(=N\Nc1nc2ccccc2s1)c1ccc(Br)s1

Compounds as they come; 3.8% or so of the library scored in one or more.
